Screening data deposited in PubChem by Columbia University Molecular Screening Center.
sEH activator: soluble epoxide hydrolase (human) activation | P34913 | purified human sEH enzymatic activity, activator screen | activation, % at 2 µM | 91,000 compounds, 0.04% hits | AID 717; in the data active means activation above about 37%; further: values of inactives mirror those of a sister screen read the other way
Target sequence (P34913 whole entry, looked up): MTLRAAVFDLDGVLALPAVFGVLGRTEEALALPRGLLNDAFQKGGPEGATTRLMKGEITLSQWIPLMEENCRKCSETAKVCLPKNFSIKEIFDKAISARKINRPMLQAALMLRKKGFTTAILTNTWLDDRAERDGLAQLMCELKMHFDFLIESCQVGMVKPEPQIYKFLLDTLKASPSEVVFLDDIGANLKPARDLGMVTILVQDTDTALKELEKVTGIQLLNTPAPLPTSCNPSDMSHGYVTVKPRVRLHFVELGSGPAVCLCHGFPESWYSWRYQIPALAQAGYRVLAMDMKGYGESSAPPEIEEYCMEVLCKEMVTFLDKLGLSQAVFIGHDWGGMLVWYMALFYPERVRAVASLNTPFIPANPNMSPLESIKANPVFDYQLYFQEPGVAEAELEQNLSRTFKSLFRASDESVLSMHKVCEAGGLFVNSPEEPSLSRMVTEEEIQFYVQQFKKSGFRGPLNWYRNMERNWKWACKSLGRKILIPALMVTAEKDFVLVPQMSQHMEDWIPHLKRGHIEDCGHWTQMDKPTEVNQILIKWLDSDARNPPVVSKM
Active calls of the source: *. Not all compounds are listed (hit frequency here may not be typical).

entry	canonical_smiles	sEH activator
1	COCCCNC(=S)NC1CC2CCCC(C1)N2Cc1ccco1 (configuration not stated)	6
2	CCc1ccc(C2CC(c3ccco3)=NN2S(C)(=O)=O)cc1 (configuration not stated)	-9
3	COc1ccccc1OCc1ccc(C(=O)N2N=C(C(F)F)CC2(O)C(F)F)o1 (configuration not stated)	2
4	CO/N=C/NC(=O)c1c(OC)ccnc1Oc1ccc(F)cc1	-8
5	Cc1nc2cc(-c3cccc(F)c3)nn2c(N2CCN(C(=O)c3ccco3)CC2)c1C	1
6	COc1ccc(-c2cc(C(F)(F)F)nc(S(=O)(=O)CCC(=O)N3CCOCC3)n2)cc1	2
7	Cc1ccc(C(=O)NNC(=O)C2CCN(Cc3ccc(Cl)c(Cl)c3)CC2)cc1	-4
8	O=C1NC(c2cn(-c3ccccc3)nc2-c2cccs2)C(C(=O)c2cccnc2)C(O)(C(F)(F)F)N1 (configuration not stated)	10
9	Cc1ccccc1NC(=O)/C=C/c1cccc(C(F)(F)F)c1	-10
10	NC(=O)C1CCN(C(=O)CCCCCn2c(=O)[nH]c3ccsc3c2=O)CC1	-6
11	O=C(NNS(=O)(=O)c1ccc([N+](=O)[O-])cc1)c1cnn(-c2ccccc2)c1-n1cccc1	-5
12	Cc1csc(SCc2ccc(C(=O)O)cc2)n1	-19
13	c1ccc(CSc2ncnc3c2sc2nc(N4CCOCC4)c4c(c23)CCCC4)cc1	-8
14	CS(=O)(=O)N1Cc2ccccc2CC1C(=O)OCC(=O)Nc1ccc2ccccc2c1 (configuration not stated)	-12
15	C=CCn1c(CCC(=O)Nc2ccc(C)c(Cl)c2)nnc1SCC(=O)Nc1ccccc1C	4
16	Cc1ccc(C(=O)NC(=S)Nc2ccccc2C(F)(F)F)cc1C	-4
17	COc1ccc(OCC(=O)NNC(=O)c2cccs2)cc1	-2
18	CC(C)(C)N(NC(=O)c1ccccc1)C(=O)c1cccc(C(=O)N(NC(=O)c2ccccc2)C(C)(C)C)c1	-1
19	Cc1cccc(OCCCSc2nc3ccc(C)cc3[nH]2)c1	-7
20	CCN(CC)c1nc(-c2ccc(Cl)cc2)cc(C(F)(F)F)c1C#N	36
21	O=C(Oc1ccc(-c2cnc3ccccc3n2)cc1)c1cccc([N+](=O)[O-])c1	-2
22	O=Nc1c(O)n(Cc2ccc(Cl)cc2)c2ccccc12	-10
23	COc1ccc(C(C(=O)NC2CCCC2)N(C(=O)c2snc(-c3ccc(F)cc3)c2N)c2cccc(F)c2)cc1 (configuration not stated)	13
24	COc1cccc(OCC(O)CN2C(C)CCCC2C)c1 (configuration not stated)	-2
25	CCc1ccc(C(=O)CSc2nc3ccccc3c(=O)[nH]2)cc1	-11
26	COc1ccc(NC(=S)N/N=C2/CCCc3c(C)cc(C)cc32)cc1	-11
27	Cc1sc(NC(=O)C(C)C)c(C(=O)Nc2ccccc2)c1C	2
28	COc1cc(C2C(C#N)=C(N)N(Nc3ccccc3)C3=C2C(=O)CC(C)(C)C3)ccc1OCc1cccc(F)c1 (configuration not stated)	-3
29	CCOc1ccc(OCC)c(-c2c(=O)n(OCc3ccccc3Br)c3ccccc3[n+]2[O-])c1	-2
30	Cc1cc(SCC(=O)N/N=C/c2ccc(O)c(O)c2O)c(C)cc1Br	2
31	O=C(O)CCCNCc1ccccc1F	-2
32	O=C(Nc1ccccc1)C1CC(=O)N(c2ccc3c4c(cccc24)CC3)C1 (configuration not stated)	3
33	Oc1c(Br)cc2oc3c(c2c1CNCc1ccccc1)CCCC3	-1
34	CN=C(Nc1ccc(Cl)cc1)c1ccc(C(F)(F)F)cc1	12
35	NC(=O)c1ccc(C(F)(F)F)n(Cc2ccc(Cl)cc2)c1=O	3
36	O=c1[nH]c2cccc(Cl)c2n(CCNc2ncc(C(F)(F)F)cc2Cl)c1=O	15
37	COc1ccc(Br)cc1/C=N/NC(=O)CNC(=O)/C=C/c1ccccc1	9
38	COc1cccc(N=Cc2c[nH][nH]c2=O)c1	-8
39	CCOc1ccc(N2CC(C(=O)Nc3ccc(F)cc3F)CC2=O)cc1 (configuration not stated)	31
40	O=C(NCc1ccco1)C12CN(Cc3ccccc3)CC1C(c1ccc([N+](=O)[O-])cc1)=NO2 (configuration not stated)	15
41	O=C1C(Nc2ccccc2)=C(N2CCCCC2)C(=O)c2ccccc21	-10
42	CCCCNC(=O)CN1C(=O)NC2NC(=O)NC21 (configuration not stated)	-12
43	C=CCCC(=O)Nc1nc(C)c(-c2csc(Nc3ccc(Cl)cc3Cl)n2)s1	-28
44	Cc1ccsc1/C=C1\SC(N)=NC1=O	6
45	O=[N+]([O-])c1c(Nc2ccccc2)ccc2nonc12	4
46	O=C(/C=C/c1ccccc1)N/C(=C/c1ccccc1)C(=O)N1CCCCC1	11
47	Oc1ccc(/C=N/NC2=NCCCCC2)cc1	11
48	Cc1[nH]c2ccccc2c1C(=O)CN1CCC(C)CC1	0
49	O=C(COc1ccc(Cl)cc1Cl)N1CCCN(C(=O)COc2ccc(Cl)cc2Cl)CC1	3
50	CCN(CC)S(=O)(=O)c1ccc(NS(=O)(=O)c2ccc(C)c(C)c2)cc1	-18
51	Cc1cc(S(=O)(=O)NCCN2CCOCC2)c(C)s1	1
52	C(=N\N1CCN(Cc2ccccc2)CC1)/c1cccs1	-12
53	CCc1sc(-c2c(C#N)c(N)nc3c2CCCCCC3)cc1[N+](=O)[O-]	0
54	COc1ccc(CCNC(=O)c2ccc(NS(=O)(=O)c3c(C)noc3C)cc2)cc1OC	-6
55	O=C(Nc1cnn(Cc2c(Cl)cccc2Cl)c1)C(c1ccccc1)c1ccccc1	-9
56	COC(=O)c1ccc(-n2cnc(Cl)n2)c(F)c1	8
57	COc1ccc(CNC(=O)C(c2ccncc2)N(C(=O)Cc2cccs2)c2ccccc2C)cc1 (configuration not stated)	11
58	Clc1cccc(-c2ccnc3nc(-n4cccc4)nn23)c1	1
59	O=C(NCc1ccccc1)c1cccc(COc2ccc(Cl)cc2)c1	-5
60	O=C(Nc1cccn2ncnc12)c1ccc(Cl)cc1	5

Other compounds
entry	canonical_smiles	sEH activator
61	Cc1ccc(C(=O)CSc2nc3ccccc3c(=O)n2-c2ccccc2)s1	-8
62	O=C1C(C2=C(O)c3ccccc3C2=O)=Nc2ccccc21	-6
63	CCOC(=O)c1c(NC(=O)C2c3ccccc3Oc3ccccc32)sc(C(C)=O)c1C	-6
64	S=C(Nc1ccccc1)N1CCCCC1	-6
65	O=C(O)c1ccc(CSCc2c(F)cccc2Cl)o1	4
66	Cc1cccnc1NC1(C(F)(F)F)N=C(c2ccccc2)NC1=O (configuration not stated)	0
67	N#CC1(Cc2ccc([N+](=O)[O-])cc2)c2ccccc2C=CN1C(=O)c1ccccc1 (configuration not stated)	10
68	Cc1c(C(=O)NCCc2ccc3c(c2)OCCO3)oc2ccccc12	1
69	Cc1ccc(C(=O)NCCSc2ccc(Cl)cc2)cc1S(=O)(=O)Nc1ccccc1	-73
70	COc1ccc(C(=O)/C=C\c2ccc(NC(=O)c3cccs3)cc2)cc1	-14
71	CC1CCC2C(=O)N(c3ccccc3OC(=O)c3ccccc3)C(=O)C2C1 (configuration not stated)	6
72	CC(=O)c1c(C)[nH]c(C(=O)CSc2nnc(-c3cccs3)n2Cc2ccccc2)c1C	-6
73	Cc1cccc(C)c1NC(=O)C(NC=O)c1ccc(Cl)cc1 (configuration not stated)	0
74	C=CCC(O)(CCN1CCCCC1)c1ccccc1 (configuration not stated)	-5
75	Cc1cccc(-n2c(C)cc(C=C3C(=O)c4ccccc4C3=O)c2C)c1	10
76	Cc1cc(C)c2cc(C#N)c(NCCOC(=O)c3ccccc3C)nc2c1	-8
77	O=C(Nc1ccc(-c2nc3cc(NC(=O)c4cccs4)ccc3o2)cc1)c1cccs1	-17
78	N#CCCN(C(=O)CN1C(=O)NC2(CCCC2)C1=O)c1ccccc1F	13
79	COC(=O)C(NC(=O)c1ccc(F)cc1)(Nc1nc(C)cs1)C(F)(F)F (configuration not stated)	-1
80	O=C(O)CCC(NC(=O)c1cncc(O)c1)C(=O)O (configuration not stated)	3
81	Cc1ccc2nc(SCc3cccc([N+](=O)[O-])c3)nc(C)c2c1	0
82	S=c1[nH]ncn1/N=C/c1ccc(N2CCOCC2)cc1	7
83	Cc1ccc(Oc2nc(-c3ccccc3)ncc2S(=O)(=O)c2ccc(C)cc2)cc1	8
84	Cc1ccc(NCCC(=O)c2cccc([N+](=O)[O-])c2)cc1	13

Single entries from above:
Under sEH activator, cpd 84 reads 13
Under sEH activator, cpd 73 reads 0

Screen by screen, quoted from above:
Compounds 73–84 in sEH activator, in turn: 0, -5, 10, -8, -17, 13, -1, 3, 0, 7, 8, 13

Next results follow:
entry	canonical_smiles	sEH activator
85	O=C1CC(N2CCOCC2)C(=O)N1c1cccc(Cl)c1 (configuration not stated)	16
86	COc1cccc(C2C(C(=O)OC(C)C)=C(C)Nc3ncnn32)c1 (configuration not stated)	-2
87	CCCc1cc(C(=O)N/N=C/c2ccc(CC)s2)c2ccccc2n1	-22
88	Cc1ccc(-c2nc3ccccc3c(C(=O)NCc3cccs3)c2C)cc1	-13
89	CN(C)CCCCOc1ccccc1-c1ccccc1	-11
90	O=C(NCc1ccccc1)c1ccc(S(=O)(=O)N2CCCC2)cc1	26
91	CSc1nc(Oc2ccc(F)cc2)c2ccccc2n1	1
92	CCCCNC(=O)CSc1nnc(-c2c[nH]c3ccccc23)n1CC1CCCO1 (configuration not stated)	-6
93	COc1cccc(-n2c(C)nc3c(cnn3-c3ccc(Cl)cc3)c2=O)c1	-7
94	CC1CC2(CCCCC2)N2C(=O)C(=O)c3cccc1c32 (configuration not stated)	4
95	O=C(N/N=C/c1ccccn1)c1ccc(Br)o1	-2
96	CSc1nc(NCC(C)C)c2c3c(sc2n1)CN(C)CC3	-4
97	CCN(CC#CCC1(O)c2ccccc2-c2ccccc21)CCO	6
98	CCNc1[nH]c(=O)n(C)c(=O)c1N=O	-4
99	CCOC(=O)c1sc2cc([N+](=O)[O-])cc(SCC(C)C)c2c1N	4
100	CCCCCC(=O)Nc1cc2[nH]c(=O)cc(COC)c2cc1C	-8
101	Clc1cccc(Cl)c1Cn1c(-c2cccnc2Cl)nc2ccccc21	-3
102	C=CCc1ccc(OCCOCCOc2ccccc2[N+](=O)[O-])c(OC)c1	16
103	COc1cccc(NC(=S)NNC(=O)c2ccccc2OC(F)F)c1	2
104	CCC(C)NC(=O)C(=O)NCc1ccncc1 (configuration not stated)	7
105	Cc1ccc2nc(Nc3nc(-c4ccccc4)cc(=O)[nH]3)nc(C)c2c1	-5
106	COc1ccc(-n2nnnc2-c2cnc3cc4c(cc3c2C)OCO4)cc1	6
107	CC(C)CCNC(=O)Cc1ccccc1[N+](=O)[O-]	-11
108	COc1ccc(Sc2cnn(-c3ccccc3)c(=O)c2Cl)cc1	1
109	Cc1ccc(N(C(=O)Cc2c[nH]c3ccccc23)C(C(=O)NC2CCCCC2)c2ccco2)cc1 (configuration not stated)	8
110	O=C(NCCc1ccccc1)c1ccc(Cl)c([N+](=O)[O-])c1	-6
111	O=C(O)CCn1nnc(-c2cccs2)n1	10
112	CCc1ccc(NC(=O)CS(=O)CC(=O)NCCCc2ccccc2)cc1 (configuration not stated)	-5
113	CCn1c(COc2ccccc2C)nnc1SCC(=O)N1CCN(c2ccccc2)CC1	0
114	Cc1cc(C)cc(NC(=O)CN2CCC(NC(=O)Cc3ccccc3)CC2)c1	-4
115	CCOC(=O)c1ccc(NC(=S)Nc2ccccn2)cc1	8
116	Clc1cccc(Cl)c1CO/N=C/c1c(-c2ccccc2)nc2n1CCS2	-1
117	CCOC(=O)c1c(NC(=S)Nc2ccccc2)sc2c1CCN(CC)C2	-2
118	CCOc1cc(NC(=S)NCC2CCCO2)c(OCC)cc1NC(=O)c1ccccc1C (configuration not stated)	-9
119	O=C(NNC(=O)c1cccnc1)Nc1cccc2ccccc12	-5
120	CCNc1nc(Sc2ccc(C)cc2)cc(C(F)(F)F)n1	-18

Rewritten as labelled records: 2 of the compounds above.
111) O=C(O)CCn1nnc(-c2cccs2)n1
- sEH activator = 10
112) CCc1ccc(NC(=O)CS(=O)CC(=O)NCCCc2ccccc2)cc1 (configuration not stated)
- sEH activator = -5

(further entries)
entry	canonical_smiles	sEH activator
121	Cc1c(NC(=O)c2cc(-c3ccc(Cl)s3)nc3ccccc23)c(=O)n(-c2ccccc2)n1C	-5
122	COc1ccc(NC(=O)C(=O)NCc2ccncc2)c(OC)c1	15
123	COc1ccc(OC(=O)c2cnn(-c3ccccc3)c2C)cc1	-8
124	COc1cc(Br)c(C(C)NC(=O)c2cccc(Br)c2)cc1OC (configuration not stated)	15
125	COc1ccc(CCNC(=O)CN2CCC(C)CC2)cc1OC	1
126	Cc1ccc(C2NC(c3ccc(C)cc3)C(C)C(=NO)C2C)cc1 (configuration not stated)	2
127	Cc1cc(C)c2c(-n3cccc3)nn(C)c2n1	-8
128	COn1c(-c2ccc(Cl)cc2)nc2ccc(Cl)cc21	-2
129	Fc1ccc(NC(=S)NCc2ccccn2)cc1	2
130	CC1Cc2ccccc2N1C(=O)Cn1cc([N+](=O)[O-])cn1 (configuration not stated)	19
131	CN(C)c1ccc(C2NCCS2)cc1 (configuration not stated)	4
132	CCn1c(=NC(=O)CN2C(=O)CCC2=O)sc2c(OC)ccc(OC)c21	3
133	Cc1ccc(NC(=O)c2sc(Cl)nc2-c2ccccc2)cc1C	11
134	CCCS(=O)(=O)N1CCN(CC2CC3C=CC2C3)CC1 (configuration not stated)	7
135	COc1ccc(C(=O)Nn2cnc3ccccc3c2=O)c(OC)c1	-10

Random excerpt: 3 records from the list.
entry	canonical_smiles	sEH activator
126	Cc1ccc(C2NC(c3ccc(C)cc3)C(C)C(=NO)C2C)cc1 (configuration not stated)	2
129	Fc1ccc(NC(=S)NCc2ccccn2)cc1	2
127	Cc1cc(C)c2c(-n3cccc3)nn(C)c2n1	-8
